Diaph act CS: compounds boosting diaphorase resazurin reduction – biochemical, uHTS, resorufin fluorescence, counter-screen for diaphorase-coupled primary assays, primary screen | Diaphorase/resazurin coupled assay, 16 min; stronger effect = higher value; 1 = vehicle wells, 0 = NADH-free wells | activation factor at 20 µM | 190,000 tested, 0.005% active;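 active = diaphorase activity raised at least twofold by the compound at 20 µM; inactive = activation factor below 2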
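Material: Clostridium kluyveri diaphorase, purified enzyme; Quantity: enzyme 0.07 U/mL final; Medium: HEPES pH 7.4 buffer with MgCl2 and Tween 20; Dosing: single compound dose of 20 µM, 1% DMSO final; Schedule: 16 min reaction at room temperature; Measured by: red resorufin fluorescence at 544/590 nm excitation/emission.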
TNAP act hi DEA: TNAP activators at high phosphate acceptor level, primary screen, biochemical, luminescence, uHTS | Alkaline phosphatase, tissue-nonspecific isozyme (Homo sapiens), P05186 | purified TNAP, CDP-star luminescence, 1 M DEA, 30 min; stronger effect = higher value; 0 = EDTA background, 1 = DMSO-only activity | activation factor at 20 µM | 200,000 tested, under 10 active | AID 1136, 2008;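 active = activation factor at least 2 at 20 µM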
Target sequence (P05186 whole entry, looked up): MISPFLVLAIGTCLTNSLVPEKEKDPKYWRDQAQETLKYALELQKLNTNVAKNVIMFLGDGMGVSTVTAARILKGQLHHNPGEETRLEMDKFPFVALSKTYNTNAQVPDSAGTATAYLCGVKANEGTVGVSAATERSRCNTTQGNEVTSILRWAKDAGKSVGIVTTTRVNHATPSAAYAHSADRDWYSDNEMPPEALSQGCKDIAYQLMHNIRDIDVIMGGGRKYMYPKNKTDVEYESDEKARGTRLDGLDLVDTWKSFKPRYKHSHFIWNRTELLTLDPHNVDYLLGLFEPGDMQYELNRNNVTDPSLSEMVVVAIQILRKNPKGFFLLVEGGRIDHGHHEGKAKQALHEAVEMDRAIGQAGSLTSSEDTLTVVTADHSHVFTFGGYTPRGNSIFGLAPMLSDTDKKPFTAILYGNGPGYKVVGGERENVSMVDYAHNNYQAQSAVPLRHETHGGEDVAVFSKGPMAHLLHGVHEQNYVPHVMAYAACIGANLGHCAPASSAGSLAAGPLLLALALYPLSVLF
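Test system – human TNAP · Doses – 20 µM single point · Incubation – 30 min, room temperature · Signal – luminescent substrate turnover signal · Read-out basis – activation factor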
L major viab: Leishmania major promastigote growth inhibition, primary screen | Leishmania major promastigotes, resazurin fluorescence viability | inhibition, % at 10 µM | 200,000 tested, 9% active | AID 1063, 2008; in the data active = inhibition above about 50%;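 note: promastigotes grown with compound for 44 hours at 28 °C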
Diaph inh CS: diaphorase inhibitors and chemical oxidizers, primary screen, counter-screen for diaphorase-coupled primary assays, biochemical, uHTS, resorufin fluorescence; inhibition, % at 20 µM; diaphorase resazurin-to-resorufin fluorescence, NADH, 16 min; bacterial (C. kluyveri) enzyme, not human; 190,000 tested, 0.69% active; AID 1217, 2008;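 active = primary screen inhibition at 20 µM above a set limit, cut at about 50% in these data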;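 note: plate controls were DMSO with full reaction for no effect and wells lacking NADH for full effect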
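Assay system: diaphorase enzyme from Clostridium kluyveri; Input: enzyme working solution with 0.14 U/mL diaphorase; Timing: 16 min at room temperature; Technique: resorufin fluorescence, excitation 544 nm, emission 590 nm; Benchmarks: positive control minus NADH, DMSO neutral control.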
PMI act: activators of human PMI, primary screen, biochemical, fluorescence intensity, near-Km mannose 6-phosphate. purified human PMI, coupled resazurin fluorescence, 20 min; stronger effect = higher value; 1 = vehicle control, 0 substrate-free wells. activation factor at 20 µM. 190,000 tested, 0.005% active. AID 1214, 2008;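 active = activation factor of 2 or more at 20 µM, relative to plate controls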
Target sequence (P34949 whole entry, looked up): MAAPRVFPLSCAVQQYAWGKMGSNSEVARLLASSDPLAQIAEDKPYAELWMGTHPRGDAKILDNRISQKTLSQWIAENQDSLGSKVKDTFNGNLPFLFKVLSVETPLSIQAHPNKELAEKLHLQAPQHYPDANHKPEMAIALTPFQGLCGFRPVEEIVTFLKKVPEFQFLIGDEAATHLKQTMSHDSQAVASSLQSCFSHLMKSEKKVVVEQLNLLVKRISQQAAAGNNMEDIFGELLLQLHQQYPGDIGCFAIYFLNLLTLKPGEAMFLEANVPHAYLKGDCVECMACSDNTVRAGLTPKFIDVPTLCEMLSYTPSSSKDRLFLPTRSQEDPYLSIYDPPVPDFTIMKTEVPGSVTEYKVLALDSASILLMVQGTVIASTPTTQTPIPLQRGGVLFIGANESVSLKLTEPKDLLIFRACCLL
PMI act hi M6P: human PMI activators, high substrate, primary screen, biochemical, fluorescence intensity, near-saturating mannose 6-phosphate; activation factor at 20 µM; Mannose-6-phosphate isomerase (Homo sapiens), P34949; 190,000 tested, 0.34% active; coupled PMI enzyme assay, resazurin fluorescence, 20 min; stronger effect = higher value; 1 = untreated enzyme, 0 = substrate-free blank;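 active = activation factor of 2 or more at 20 µM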
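Material: human phosphomannose isomerase with PGI, G6PDH, diaphorase coupling enzymes; amount: PMI at 15 ng/mL final; also added: Mannose-6-phosphate 1.0 mM (near-saturating) plus 0.22 mM NADP+; incubation: enzyme reaction with compound 20 min at room temperature; signal: resorufin fluorescence (Ex 544/Em 590 nm) from resazurin via diaphorase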
TNAP inh hiacc: human TNAP enzyme inhibitors, primary screen, biochemical, luminescent, high phosphate acceptor level, uHTS. AID 1135, 2008. inhibition, % at 20 µM. purified TNAP, CDP-star luminescence, 1 M DEA. 200,000 tested, 0.03% active. Alkaline phosphatase, tissue-nonspecific isozyme (Homo sapiens), P05186;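 active = over 50% inhibition of tissue-nonspecific alkaline phosphatase at 20 µM in the single-dose screen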;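 note: plate controls were DMSO wells for no effect and EDTA-quenched wells as full inhibition for full effect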
TNAP inh no acc: human TNAP enzyme inhibitors, primary screen, biochemical, luminescent, no phosphate acceptor, uHTS; Alkaline phosphatase, tissue-nonspecific isozyme (Homo sapiens), P05186; purified TNAP, CDP-star luminescence, 30 min; inhibition, % at 20 µM; 200,000 tested, 0.26% active;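 active = tissue-nonspecific alkaline phosphatase inhibition above about 50% at 20 µM in the single-dose screen, limit read from the data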;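 note: 0% = DMSO negative control and 100% = EDTA positive control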
bIAP inh: bovine intestinal alkaline phosphatase inhibitors, primary screen, selectivity assay for TNAP inhibitor project, biochemical, bovine IAP, CDP-star luminescence; purified bovine IAP, 30 min; inhibition, % at 20 µM; 190,000 tested, under 10 active;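 active = over 50% inhibition of intestinal alkaline phosphatase at 20 µM in the single-dose screen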
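System: purified bovine intestinal alkaline phosphatase (IAP) enzyme; Input: IAP diluted 1/65,000,000 in the well; Measured by: CDP-star luminescence signal; Compound dosing: 20 µM single dose; Incubation: 30 min reaction at room temperature.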
bIAP act: bovine intestinal alkaline phosphatase activators, primary screen, biochemical, bovine IAP, CDP-star luminescence. alkaline phosphatase, intestinal [Bos taurus]. purified bovine IAP, 30 min; stronger effect = higher value; fold of DMSO-control signal, blank-subtracted. activation factor at 20 µM. 200,000 tested, 0.17% active. AID 1016, 2008;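 active = activation factor of 2 or more at 20 µM, a signal rise over negative controls twice the positive control's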
* = called active by the depositor.

Order of results – Diaph act CS | TNAP act hi DEA | L major viab | Diaph inh CS | PMI act | PMI act hi M6P | TNAP inh hiacc | TNAP inh no acc | bIAP inh | bIAP act
CC1=N/C(=C\c2ccc([N+](=O)[O-])cc2)C(=O)N1c1cc(Cl)ccc1C
  1 | 1 | -0.3 | 4.0 | 0.9 | 0.9 | -0.3 | 3.1 | -7.8 | 1.1
CCc1c(C)sc2nc(SCC(=O)Nc3cc(C)on3)n(CCOC)c(=O)c12
  1 | 1 | 8.8 | 2.5 | 1.1 | 1 | 1.0 | -6.2 | 5.4 | 0.9
Cc1cc(/C=C(\C#N)c2nc3ccccc3[nH]2)c(C)n1C
  0.8 | 1.1 | 38.5 | 15.0 | 1 | 0.9 | -5.9 | -7.6 | -0.1 | 1
COc1ccc(/C=C(\C#N)C(=O)OCC(=O)NCc2ccccc2Cl)cc1
  1 | 1.1 | -7.0 | -0.7 | 1 | 1 | -6.4 | -9.7 | 1.7 | 1
O=C(/C=C/c1cccc(F)c1)N1CCc2ccccc21
  0.8 | 1 | -7.6 | 18.2 | 0.9 | 0.6 | 0.7 | -9.8 | 6.2 | 0.9
CC(C)(C)c1cc(N)n2nc(C(C)(C)C)cc2n1
  0.8 | 1 | 65.8* | 23.8 | 0.8 | 0.9 | -2.5 | -6.4 | -5.7 | 1.1
CC(C)C(c1nnnn1Cc1ccc(F)cc1)N1CCN(C2CCCC2)CC1 (configuration not stated)
  1 | 1 | 3.5 | 0.3 | 0.9 | 1 | -2.7 | -4.1 | -7.3 | 1.1
Cc1ccc(/C=N\NC(=O)c2cc([N+](=O)[O-])cc([N+](=O)[O-])c2)o1
  0.9 | 1 | 57.6* | 12.5 | 1 | 0.9 | -1.9 | -59.8 | 19.2 | 0.8
COc1ccc(Br)cc1S(=O)(=O)N1CC(C)OC(C)C1 (configuration not stated)
  0.9 | 1 | -7.2 | 5.7 | 0.9 | 1 | 2.4 | -3.7 | -13.1 | 1.1
O=C(Nc1ccc(CCC(=O)N2CCCC2)cc1)c1ncn[nH]1
  0.9 | 1 | -3.9 | 9.2 | 1 | 1 | -0.7 | -2.3 | -5.7 | 1.1

(listing goes on)
Order of results – Diaph act CS | TNAP act hi DEA | L major viab | Diaph inh CS | PMI act | PMI act hi M6P | TNAP inh hiacc | TNAP inh no acc | bIAP inh | bIAP act
COc1cc2c(cc1OC)C(C(=O)Nc1ccccc1N1CCN(C)CC1)C1c3ccccc3CCN1C2=O (configuration not stated)
  1.1 | 1 | 1.9 | -8.8 | 1.1 | 1.1 | 1.2 | -10.7 | -12.0 | 1.1
CCc1cc2c3c(c1)C(C)CC(C)(C)N3C(=O)C2=O (configuration not stated)
  0.9 | 0.9 | 17.5 | 6.3 | 0.9 | 0.9 | 5.9 | -10.2 | 9.6 | 0.9
COc1cccc(-c2nnc3sc(-c4ccccn4)nn23)c1
  0.8 | 1.1 | 7.1 | 21.6 | 1 | 1 | -7.0 | -0.7 | 32.0 | 0.7
Cc1ccc(NC(=O)CCNC(=O)c2ccc([N+](=O)[O-])cc2)cc1S(=O)(=O)N(C)C
  1 | 1 | 7.2 | 0.6 | 1 | 1.1 | 2.4 | -6.1 | -13.7 | 1.1
CN1C(=O)[C@@H]2[C@@H]3C[C@@H]([C@H]4ON=C(c5ccc(Cl)cc5)[C@@H]34)[C@@H]2C1=O
  0.9 | 1 | -6.7 | 10.9 | 0.9 | 1 | 0.4 | 1.2 | 7.6 | 0.9
O=C(NN1C(=O)C2C3C=CC(C3)C2C1=O)c1ccco1 (configuration not stated)
  1 | 1 | -7.2 | 1.1 | 1.1 | 1.2 | -1.1 | -3.7 | 7.8 | 0.9
Cc1ccc(CN2CCN(Cc3ccccn3)CC2CCO)cc1 (configuration not stated)
  1.1 | 1 | -1.3 | -13.7 | 1 | 0.9 | -4.2 | -8.9 | -9.3 | 1.1
Cc1cc(=O)oc2cc(OCC(=O)OCC(=O)N(CCC#N)c3ccccc3)ccc12
  0.9 | 1 | 2.7 | 10.4 | 1 | 1 | -1.1 | -9.5 | 0.4 | 1
Cc1ccc(-c2nc3ccccc3s2)cc1NC(=O)c1ccc2c(c1)OCO2
  1 | 1 | -4.1 | -0.3 | 1 | 1 | -3.4 | -6.7 | 9.0 | 0.9
CC1=CC(C)(C)n2c(O)c(N=NC(N)=S)c3cccc1c32
  0.9 | 0.9 | 1.4 | 6.8 | 0.9 | 1 | 9.4 | -0.7 | -0.8 | 1

(cont.)
Order of results – Diaph act CS | TNAP act hi DEA | L major viab | Diaph inh CS | PMI act | PMI act hi M6P | TNAP inh hiacc | TNAP inh no acc | bIAP inh | bIAP act
COCCSc1nnc(NC(=O)C2CC(=O)N(c3ccc(C)cc3)C2)s1 (configuration not stated)
  0.9 | 1 | -2.5 | 14.8 | 1.1 | 1.1 | -2.7 | -12.2 | 6.0 | 0.9
O=C(Nc1nnc(/N=C/c2ccco2)s1)c1ccc(F)cc1
  0.9 | 1.1 | -2.1 | 5.4 | 1 | 1 | -5.5 | -9.4 | 2.6 | 1
CCN(CC)C(=O)C1=C(C)NC(=S)NC1c1ccc(C)s1 (configuration not stated)
  1 | 1 | -3.4 | 3.4 | 1 | 1 | -4.2 | -4.9 | -18.5 | 1.2
CN(C)C(=O)CN(c1ccc(F)c(Cl)c1)S(C)(=O)=O
  0.9 | 1 | -5.9 | 9.1 | 0.9 | 1 | 0.3 | -3.1 | 13.3 | 0.9
C/C(CC(C)(C)c1ccccc1)=N\NS(=O)(=O)c1ccccc1
  0.8 | 1 | -6.7 | 21.0 | 1.5 | 1 | -3.8 | -10.5 | -28.7 | 1.3
COc1cc(C)c(C#N)c(OC)n1
  0.9 | 1 | -5.0 | 6.0 | 1 | 0.9 | -1.6 | -5.4 | 8.0 | 0.9
CC(C)(C)C(=O)COC(=O)c1cc2ccccc2cc1O
  0.8 | 1 | -2.8 | 16.7 | 0.9 | 0.9 | 2.0 | -9.0 | -2.0 | 1
COc1cc(/C=N/NC(=O)COc2ccccc2C)ccc1OC(=O)c1cccs1
  0.8 | 1 | 2.9 | 21.6 | 0.9 | 0.9 | -2.0 | -0.3 | -5.3 | 1.1
Cc1csc(NC(=O)CSc2nc(C)nc3c2c(=O)n(C)c(=O)n3C)n1
  0.9 | 1 | 9.7 | 5.3 | 0.9 | 0.9 | -0.8 | -6.8 | 5.6 | 0.9
COc1ccc(C(=O)C2CCCN(C(=O)C3=CCCC3)C2)c(C)c1 (configuration not stated)
  0.9 | 1 | -5.5 | 6.1 | 1 | 1 | -2.3 | -1.5 | -14.0 | 1.1

Next compounds follow:
Order of results – Diaph act CS | TNAP act hi DEA | L major viab | Diaph inh CS | PMI act | PMI act hi M6P | TNAP inh hiacc | TNAP inh no acc | bIAP inh | bIAP act
COc1ccc2[nH]cc(C=O)c2c1
  0.9 | 0.9 | -2.4 | 11.3 | 1 | 1 | 7.6 | -1.9 | -6.0 | 1.1
COc1ccc2sc3ccccc3c(=O)c2c1OC
  0.9 | 1 | 6.6 | 9.8 | 0.9 | 0.8 | 1.7 | -6.3 | 3.6 | 1
O=C(C1CC1)N1CCc2cc(Br)cc(S(=O)(=O)NCCCN3CCCC3)c21
  0.9 | 1 | 99.2* | 5.0 | 0.9 | 1 | 1.3 | -5.5 | -17.5 | 1.2
CCc1ccc(NC(=O)CCc2nc3ccccc3[nH]2)cc1
  0.9 | 1 | -5.7 | 11.3 | 0.9 | 0.9 | 1.2 | -11.4 | -1.6 | 1
COCC(=O)NC1(c2nnnn2CCOC(=O)Nc2ccc(Cl)cc2)CCCCC1
  1.1 | 1.1 | -3.0 | -7.9 | 1 | 1.1 | -6.6 | -10.0 | -9.2 | 1.1
Cc1ccc(S(=O)(=O)NC(CC(C)C)C(=O)Nc2nccs2)cc1 (configuration not stated)
  0.9 | 1.1 | 12.4 | 8.9 | 1 | 1 | -6.5 | -7.7 | -18.6 | 1.2
O=C(/C=C/c1cn(-c2ccccc2)nc1-c1ccccc1)Nc1ccc(C(=O)O)cc1
  0.8 | 1.1 | 2.8 | 15.7 | 1 | 0.9 | -5.3 | -15.0 | -1.8 | 1
Cc1csc(C2=C(O)CN(CCc3ccccc3)C2=N)n1
  0.8 | 1.1 | 98.5* | 23.1 | 1 | 1 | -10.6 | -16.3 | -0.3 | 1
Cc1ccnc2nc(C(=O)OCC(=O)NCCc3ccc(Cl)cc3)nn12
  0.9 | 1 | -7.2 | 9.4 | 1 | 1.1 | 2.7 | -7.8 | 5.0 | 0.9
O=C(Cc1ccccc1)NNC(=O)c1cccs1
  0.9 | 1 | 0.0 | 11.8 | 0.9 | 0.8 | -1.8 | -6.9 | 6.7 | 0.9

Going on with the list:
Order of results – Diaph act CS | TNAP act hi DEA | L major viab | Diaph inh CS | PMI act | PMI act hi M6P | TNAP inh hiacc | TNAP inh no acc | bIAP inh | bIAP act
Cc1ccc(S(=O)(=O)NCCCCCC(=O)Nc2nccs2)cc1
  0.8 | 1 | 15.1 | 18.5 | 0.9 | 1 | -3.3 | -6.4 | 2.4 | 1
C=CCS(=O)(=O)N1CCC(CCOc2ccccc2)(C(=O)OCC)CC1
  0.7 | 1.1 | -1.8 | 26.4 | 0.8 | 0.8 | -8.7 | -9.7 | -0.2 | 1
COc1ccc(C)cc1NC(=O)CSc1nnc(-c2ccc(C)cc2)o1
  0.9 | 1 | -7.3 | 6.3 | 1 | 1 | -1.7 | -17.9 | 0.4 | 1
CS(=O)(=O)N(Cc1ccccc1)c1ccc(C(=O)Nc2ccccc2Sc2ccccc2)cc1
  0.8 | 1 | 14.5 | 15.8 | 0.8 | 0.9 | -2.6 | -0.3 | -4.9 | 1
CCOc1ccc(C(=O)CN2CCN(S(=O)(=O)c3ccc(Cl)cc3)CC2)cc1
  0.8 | 1.1 | 24.8 | 19.6 | 1.1 | 1.2 | -5.7 | -8.1 | -13.6 | 1.1
CC(C)c1ccccc1NC(=O)COC(=O)c1ccc(Cl)c(S(=O)(=O)N2CCCCCC2)c1
  0.8 | 1 | 59.8* | 15.7 | 0.8 | 0.9 | 4.3 | -10.0 | -3.9 | 1

Screening data: PubChem, several laboratories
